Assay outcomes from PubChem.
uPA surface inh – cell surface uPA generation inhibition | cell surface uPA generation assay, qHTS | Potency, µM (highest dose often 38.3 µM), without a hit: at the highest dose activity change, negative = inhibition, hits mostly inhibitors | 0.31% of 330,000 active; active = well fitted inhibition curve with a large enough effect; inconclusive = small, poorly fitted or top-dose-only effect; inactive = no such curve, though single readings can be large or run the other way; tested in mouse RAW 264.7 cells; also: % is scaled to controls: 0 for no effect and ±100 for the full control effect; nearly all actives have a fitted effect of over 55% in size
ELG1 genotoxic – inducers of genotoxicity in HEK293T ELG1-luciferase cells; Potency, µM (top dose mostly 46 µM), without a hit: at the top dose activity change, positive = activation, usual class: activators; AID 504466; 1.3% of 330,000 active; HEK293T ELG1-luciferase reporter, luminescence, 16 h; also: % of control where 0% means no effect; nearly all actives have a fitted effect of over 60% in size
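After overnight (16 hr) compound treatment at 37 °C, ELG1-luciferase HEK293T cells were lysed with ONE-Glo; luminescence quantified 30 min later at room temperature.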
BRCA1 expr act – activators of BRCA1 expression | MCF7-BRCA1-FFLuc reporter, luminescence, 48 h; response scale: scaled: vehicle 0%, 10 µM genistein 100% | Potency, µM (series often up to 46.1 µM), for the others: top-dose activation, most hits filed as activators | 1.1% of 380,000 active | AID 624202; also: nearly all actives have a fitted effect of over 80% in size; some results filed as inactive show a strong effect at the top dose
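Activators of BRCA1 expression were detected as increased firefly luciferase luminescence in engineered MCF7 cells after 48 h compound incubation. Signals were scaled to genistein 10 microM as full activation.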
Rab9 promoter act – activators of Rab9 promoter | Huh7 Rab9 promoter-luciferase reporter, luminescence, 24 h | 2.8% of 320,000 active | AID 485297 | Potency, µM (doses to about 9.22 µM), without a hit: at the highest dose activation, negative = inhibition, actives largely listed as activators; also: % of control where 0% means no effect; nearly all actives have a fitted effect of over 60% in size
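Steps: seed 1500 Huh7 Rab9-luc cells per well, rest 2 h at 37 °C; add compound in DMSO; incubate 24 h; add luciferase reagent, 10 min ambient; read luminescence.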
MBNL1-CUG inh – inhibitors of human MBNL1 binding to CUG repeat RNA. Q9NR56. 0.036% of 280,000 active. TR-FRET MBNL1-His/biotin-(CUG)12 binding, 665/545 ratio. Potency, µM (series often up to 57.5 µM), without a hit: at the top dose activity change, negative = inhibition, usual class: inhibitors; active = well fitted inhibition curve with a large enough effect in the signal ratio, with a control signal flat, not every such curve was filed as active; inconclusive = small, poorly fitted or top-dose-only effect, or effect the other way, or a change in a side signal; inactive = no such curve, though single readings can be large or run the other way; the % refers to the signal ratio; also: % is scaled to controls: 0 for no effect and ±100 for the full control effect
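Ratiometric TR-FRET (665 over 545 nm, excitation 340 nm) tracks disruption of MBNL1-His/biotin-(CUG)12 complex after 60 min at room temperature, with compounds at 92 nM to 58 uM final.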
FLuc counter – counter-screen for miR-21 project: firefly luciferase inhibitors or activators; P08659; purified FLuc, Km substrates, luminescence inhibition; Potency, µM (doses to about 57.5 µM), without a hit: at the top dose activity change, negative = inhibition, actives largely listed as inhibitors; 6.9% of 360,000 active;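 also: plate controls were vehicle for no effect and reference inhibitor for full effect; nearly all actives have a fitted effect of over 55% in size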
Target sequence (P08659 whole entry, looked up): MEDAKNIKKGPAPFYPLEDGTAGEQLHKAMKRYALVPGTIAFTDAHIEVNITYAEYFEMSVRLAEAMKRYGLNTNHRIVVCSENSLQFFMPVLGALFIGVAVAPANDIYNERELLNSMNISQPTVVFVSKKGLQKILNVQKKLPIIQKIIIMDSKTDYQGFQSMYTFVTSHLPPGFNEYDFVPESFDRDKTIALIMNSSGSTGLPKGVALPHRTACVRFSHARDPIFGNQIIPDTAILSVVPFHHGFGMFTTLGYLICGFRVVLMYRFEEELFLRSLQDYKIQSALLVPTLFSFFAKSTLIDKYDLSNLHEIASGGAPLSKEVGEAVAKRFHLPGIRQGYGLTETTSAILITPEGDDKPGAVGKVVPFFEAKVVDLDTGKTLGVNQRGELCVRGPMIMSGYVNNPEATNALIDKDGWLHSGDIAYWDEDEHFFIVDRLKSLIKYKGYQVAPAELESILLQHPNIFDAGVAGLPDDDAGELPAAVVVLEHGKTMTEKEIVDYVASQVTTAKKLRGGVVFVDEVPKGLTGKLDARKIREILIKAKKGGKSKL
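Purified P. pyralis luciferase, 10 nM final, with Km-level 10 uM D-luciferin and 10 uM ATP in 50 mM Tris acetate pH 7.5, 10 mM Mg acetate, 0.01% Tween-20, 0.05% BSA; 6-point qHTS titration about 60 µM downward; luminescence read.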
NPC1 promoter act – activators of NPC1 promoter; Huh7 NPC1 promoter luciferase reporter, 24 h; Potency, µM (top dose mostly 9.22 µM), inactives show at the highest dose activation, actives largely listed as activators; 2.4% of 320,000 active; AID 485313;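 also: % of control where 0% means no effect; nearly all actives have a fitted effect of over 60% in size; reporter is driven by a mutant NPC1 promoter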
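In 1536-well qHTS, Huh7 cells harboring an NPC1 promoter–luciferase construct received compound for 24 h; activation was quantified by luminescence following luciferase reagent addition.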
VP16 counter – Gal4-VP16 reporter inhibition counter-screen; Drosophila S2 Gal4-VP16 UAS-luciferase, luminescence, 20 h; Potency, µM (highest dose often 53.6 µM), for inactives: at the highest dose activity, negative = inhibition, hits mostly inhibitors; 3.5% of 310,000 active;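 also: Gal4-VP16 expression switched on by copper sulfate through the metallothionein promoter; % is scaled to controls: 0 for no effect and ±100 for the full control effect; nearly all actives have a fitted effect of over 50% in size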
RORgamma inh – blocks mouse ROR gamma transcriptional activity. P51450. Drosophila S2 Gal4-RORgamma UAS-luciferase reporter, 20 h. Potency, µM (titrated, usually from 53.6 µM), without a hit: at the top dose activity change, negative = inhibition, usual class: inhibitors. 5.4% of 310,000 active; also: % is scaled to controls: 0 for no effect and ±100 for the full control effect; nearly all actives have a fitted effect of over 60% in size
Target sequence (P51450 whole entry, looked up, the tested form may be a part): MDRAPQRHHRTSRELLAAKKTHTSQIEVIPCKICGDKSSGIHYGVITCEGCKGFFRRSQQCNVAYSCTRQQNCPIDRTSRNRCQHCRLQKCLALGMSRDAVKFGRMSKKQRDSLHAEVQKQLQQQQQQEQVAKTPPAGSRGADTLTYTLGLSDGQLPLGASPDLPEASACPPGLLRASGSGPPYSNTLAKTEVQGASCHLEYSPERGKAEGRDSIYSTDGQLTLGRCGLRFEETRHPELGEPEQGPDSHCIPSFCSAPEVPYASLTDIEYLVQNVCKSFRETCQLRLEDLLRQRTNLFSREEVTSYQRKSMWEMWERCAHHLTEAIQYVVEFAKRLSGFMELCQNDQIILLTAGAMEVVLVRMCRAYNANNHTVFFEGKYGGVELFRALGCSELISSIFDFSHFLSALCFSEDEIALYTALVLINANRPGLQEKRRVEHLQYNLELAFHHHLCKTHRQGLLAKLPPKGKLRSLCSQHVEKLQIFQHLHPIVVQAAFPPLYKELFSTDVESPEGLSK
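Schneider cells (Drosophila), stable Gal4 DBD–ROR gamma + UAS-luc; 1 hr cmpd preincubation; Cu2+ induction 700 uM final; 20 hr ambient; luminescence.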
p53 reactivator – re-activators of mutant p53 | H1299 p53-A138V BP100-luciferase reporter, luminescence, 24 h | Potency, µM (titrated, usually from 92.2 µM), for inactives: at the highest dose activity change, positive = activation, hits mostly activators | 0.063% of 320,000 active; also: % of control where 0% means no effect; nearly all actives have a fitted effect of over 45% in size
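H1299 (p53-null), stable ts p53-A138V + BP100-Luc; 1000 cells/well, Opti-MEM/10% FBS; cpd 4 pt, 1:5; 24 h, 37 deg C, 5% CO2; detection reagent 10 min RT; luminescence.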
* marks the source's active call; other numbers are inactive results; [ ] = another dose, or the depositor's remark. Unless noted, calls follow the shape of the dose curve; as a rule, active = well fitted curve in the direction sought with a large enough effect; inconclusive = small, poorly fitted or top-dose-only effect, or another doubt; inactive = no such curve, though single readings can be large; an effect the other way counts as inactive or inconclusive. Potency is read from the fitted curve at half-maximal effect.

Results for COCCCNC(=O)C1CCCN(S(=O)(=O)c2ccc(C)cc2)C1 (stereo not given) ?
uPA surface inh: 11%; ELG1 genotoxic: 0%; BRCA1 expr act: 0%; Rab9 promoter act: -5%; MBNL1-CUG inh: 4%; FLuc counter: 0%; NPC1 promoter act: -2%; VP16 counter: 9%; RORgamma inh: 2%; p53 reactivator: -2%

How did COc1ccccc1CNC(=O)CS(=O)(=O)c1ccc(C)cc1 do in these assays?
uPA surface inh: 10%; ELG1 genotoxic: 1%; BRCA1 expr act: -1%; Rab9 promoter act: 14%; MBNL1-CUG inh: 2%; FLuc counter: 6%; NPC1 promoter act: 5%; VP16 counter: -3%; RORgamma inh: -6%; p53 reactivator: 5%

Results for O=C(COC(=O)c1ccccc1Nc1ccccc1)NCc1ccccc1 ?
uPA surface inh: -2%; ELG1 genotoxic: 14%; BRCA1 expr act: -33%; Rab9 promoter act: 3%; MBNL1-CUG inh: 3%; FLuc counter: 1%; NPC1 promoter act: -1%; VP16 counter: -28%; RORgamma inh: 22%; p53 reactivator: inconclusive

What do the screens show for `O=C(NC(=S)NCc1ccccc1)c1ccccc1`?
uPA surface inh: -3%; ELG1 genotoxic: -1%; BRCA1 expr act: 24%; Rab9 promoter act: 1%; MBNL1-CUG inh: -9%; FLuc counter: -14%; NPC1 promoter act: -1%; VP16 counter: inconclusive; RORgamma inh: 3.2µM*; p53 reactivator: 9%

How did CC(C)C(NS(=O)(=O)c1cccs1)C(=O)NCc1ccccc1 (stereo not given) do in these assays?
uPA surface inh: 6%; ELG1 genotoxic: -4%; BRCA1 expr act: 8%; Rab9 promoter act: 2%; MBNL1-CUG inh: -8%; FLuc counter: 0%; NPC1 promoter act: -3%; VP16 counter: 1%; RORgamma inh: -7%; p53 reactivator: -3%

What do the screens show for `Cc1cc(NC(=O)CSc2nc(C3CCCCC3)nc3ccccc23)no1`?
uPA surface inh: 4%; ELG1 genotoxic: -25%; BRCA1 expr act: -76%; Rab9 promoter act: -2%; MBNL1-CUG inh: 2%; FLuc counter: 4%; NPC1 promoter act: 0%; VP16 counter: 18%[0.365 µM]; RORgamma inh: 9%; p53 reactivator: 13%

What do the screens show for `O=C(CC(c1ccccc1)c1ccccc1O)N1CCCC1` (stereo not given)?
uPA surface inh: 7%; ELG1 genotoxic: 3%; BRCA1 expr act: 13%; Rab9 promoter act: 19%; MBNL1-CUG inh: -14%; FLuc counter: -4%; NPC1 promoter act: -1%; VP16 counter: -6%; RORgamma inh: 6%; p53 reactivator: 2%

Results for Cc1ccc(CC(CC(=O)O)C(=O)Nc2ccc(Cl)cc2)cc1 (stereo not given) ?
uPA surface inh: 16%; ELG1 genotoxic: -8%; BRCA1 expr act: 1%; Rab9 promoter act: -3%; MBNL1-CUG inh: -20%; FLuc counter: -13%; NPC1 promoter act: 1%; VP16 counter: 2%; RORgamma inh: -40%; p53 reactivator: 6%

What do the screens show for `C[C@@H](C(=O)Nc1ccc2ccccc2c1)[C@H]1C[C@]1(C)[C@H](NC(=O)c1cccnc1)c1ccccc1`?
uPA surface inh: -16%; ELG1 genotoxic: -9%; BRCA1 expr act: -36%; Rab9 promoter act: 0%; MBNL1-CUG inh: 8%; FLuc counter: 2%; NPC1 promoter act: -5%; VP16 counter: inconclusive; RORgamma inh: inconclusive; p53 reactivator: 1%

What do the screens show for `COc1ccccc1N1CCN(c2nc3ccccn3c(=O)c2C=O)CC1`?
uPA surface inh: -4%; ELG1 genotoxic: inconclusive; BRCA1 expr act: 91%; Rab9 promoter act: -5%; MBNL1-CUG inh: inconclusive; FLuc counter: 3%; NPC1 promoter act: 10%; VP16 counter: -8%[0.365 µM]; RORgamma inh: 11%; p53 reactivator: inconclusive

Fetched by compound from the entries so far, two records:
What do the screens show for `C[C@@H](C(=O)Nc1ccc2ccccc2c1)[C@H]1C[C@]1(C)[C@H](NC(=O)c1cccnc1)c1ccccc1`?
uPA surface inh: -16%; ELG1 genotoxic: -9%; BRCA1 expr act: -36%; Rab9 promoter act: 0%; MBNL1-CUG inh: 8%; FLuc counter: 2%; NPC1 promoter act: -5%; VP16 counter: inconclusive; RORgamma inh: inconclusive; p53 reactivator: 1%

Results for COCCCNC(=O)C1CCCN(S(=O)(=O)c2ccc(C)cc2)C1 (stereo not given) ?
uPA surface inh: 11%; ELG1 genotoxic: 0%; BRCA1 expr act: 0%; Rab9 promoter act: -5%; MBNL1-CUG inh: 4%; FLuc counter: 0%; NPC1 promoter act: -2%; VP16 counter: 9%; RORgamma inh: 2%; p53 reactivator: -2%

Carrying on:
What do the screens show for `COc1ccc(C(C(=O)NC2CCCC2)N(C(=O)c2ccco2)c2ccccc2C(C)=O)cc1OC` (stereo not given)?
uPA surface inh: -1%; ELG1 genotoxic: 6%; BRCA1 expr act: -4%; Rab9 promoter act: 4%; MBNL1-CUG inh: -2%; FLuc counter: 3%; NPC1 promoter act: 1%; VP16 counter: -11%; RORgamma inh: -2%; p53 reactivator: 14%

How did CCCCOC(=O)CCCc1ccc([N+](=O)[O-])cc1[N+](=O)[O-] do in these assays?
uPA surface inh: -5%; ELG1 genotoxic: -11%; BRCA1 expr act: -22%; Rab9 promoter act: 14%; MBNL1-CUG inh: inconclusive; FLuc counter: -8%; NPC1 promoter act: 2%; VP16 counter: 10%; RORgamma inh: -18%; p53 reactivator: 7%

Results for COc1ccc(-n2c(C)cc(/C=N/Nc3nc(N4CCOCC4)nc(N4CCOCC4)n3)c2C)cc1 ?
uPA surface inh: 6%; ELG1 genotoxic: -7%; BRCA1 expr act: -27%; Rab9 promoter act: 1%; MBNL1-CUG inh: -7%; FLuc counter: 3%; NPC1 promoter act: -1%; VP16 counter: -2%; RORgamma inh: -32%; p53 reactivator: 0%

What do the screens show for `O=C1COc2ccc(C(=O)COC(=O)c3ccc([N+](=O)[O-])cc3Cl)cc2N1`?
uPA surface inh: 4%; ELG1 genotoxic: 3%; BRCA1 expr act: -11%; Rab9 promoter act: -2%; FLuc counter: -2%; NPC1 promoter act: -2%; p53 reactivator: 9%

How did COCCn1ccc2c(OCC(=O)Nc3ccccc3OC)cccc2c1=O do in these assays?
uPA surface inh: -5%; ELG1 genotoxic: -4%; BRCA1 expr act: -12%; Rab9 promoter act: 0%; FLuc counter: -9%; NPC1 promoter act: -6%; p53 reactivator: -6%

What do the screens show for `CC1=C(C)CS(=O)N(S(=O)(=O)c2ccccc2)C1` (stereo not given)?
ELG1 genotoxic: 3%; BRCA1 expr act: 1%; Rab9 promoter act: -2%; MBNL1-CUG inh: -4%; FLuc counter: -17%; NPC1 promoter act: 0%; VP16 counter: 11µM*; RORgamma inh: 8.9µM*; p53 reactivator: -16%

How did Cc1ccc(/C=N/NC(=O)c2cccnc2)s1 do in these assays?
uPA surface inh: 5%; ELG1 genotoxic: 12%; BRCA1 expr act: 27%; Rab9 promoter act: 12%; MBNL1-CUG inh: inconclusive; FLuc counter: inconclusive; NPC1 promoter act: 13%; VP16 counter: -81%; RORgamma inh: 18µM*; p53 reactivator: 10%

Results for CNc1ccccc1C(C)(C)c1cc(-c2cccc(OC)c2)no1 ?
uPA surface inh: -6%; ELG1 genotoxic: -1%; BRCA1 expr act: -7%; Rab9 promoter act: -11%; MBNL1-CUG inh: 0%; FLuc counter: -3%; NPC1 promoter act: -12%; VP16 counter: inconclusive; RORgamma inh: 1.4µM*; p53 reactivator: -3%

Results for NC(=O)C1=NOC(CNc2ncc(C(F)(F)F)cc2Cl)C1 (stereo not given) ?
uPA surface inh: -9%; ELG1 genotoxic: 23µM*; BRCA1 expr act: inconclusive; Rab9 promoter act: inconclusive; MBNL1-CUG inh: -5%; FLuc counter: inconclusive; NPC1 promoter act: 21%; VP16 counter: -6%; RORgamma inh: 41%; p53 reactivator: 8%

What do the screens show for `COc1ccccc1/C=C(/NC(=O)c1ccc(Cl)cc1Cl)C(=O)O`?
uPA surface inh: -6%; ELG1 genotoxic: -1%; BRCA1 expr act: 1%; Rab9 promoter act: 0%; MBNL1-CUG inh: -1%; FLuc counter: -4%; NPC1 promoter act: -6%; VP16 counter: -6%[10 µM]; RORgamma inh: 18%; p53 reactivator: -4%

What do the screens show for `COc1ccc(C(C(=O)NCc2ccccc2)N(Cc2ccco2)C(=O)c2snc(C(N)=O)c2N)cc1OC` (stereo not given)?
uPA surface inh: 3%; ELG1 genotoxic: -17%; BRCA1 expr act: -21%; Rab9 promoter act: -10%; MBNL1-CUG inh: 16%; FLuc counter: -2%; NPC1 promoter act: 1%; VP16 counter: 6%; RORgamma inh: 1%; p53 reactivator: -11%

In the list so far, two have a nitro group on carbon.
How did CCCCOC(=O)CCCc1ccc([N+](=O)[O-])cc1[N+](=O)[O-] do in these assays?
uPA surface inh: -5%; ELG1 genotoxic: -11%; BRCA1 expr act: -22%; Rab9 promoter act: 14%; MBNL1-CUG inh: inconclusive; FLuc counter: -8%; NPC1 promoter act: 2%; VP16 counter: 10%; RORgamma inh: -18%; p53 reactivator: 7%

What do the screens show for `O=C1COc2ccc(C(=O)COC(=O)c3ccc([N+](=O)[O-])cc3Cl)cc2N1`?
uPA surface inh: 4%; ELG1 genotoxic: 3%; BRCA1 expr act: -11%; Rab9 promoter act: -2%; FLuc counter: -2%; NPC1 promoter act: -2%; p53 reactivator: 9%
